High-throughput results as filed in PubChem BioAssay.
Tat transport: E. coli Tat transport inhibition. E. coli MC4100 TorA-mCherry Tat export, fluorescence. inhibition, % at 10 µM. 340,000 compounds, 0.036% hits. AID 488895;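 active means mean replicate inhibition at least 50% and at least half of replicates individually reaching 50%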;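 further: exported cargo escapes ClpAP degradation while cytoplasmic cargo is degraded and loses fluorescence; 0% = median of neutral control wells and 100% = median of NaSCN control wells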
PfHsp90 yeast 2: reduces growth (ATP signal) of yeast expressing P. falciparum Hsp90; S. cerevisiae expressing PfHsp90, BacTiter-Glo ATP, 48 h; yeast lacking PDR1 and PDR3 efflux regulators; inhibition, % at 9.4 µM; 310,000 compounds, 0.32% hits;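 active means every replicate shows inhibition above about 80%, whatever the replicate mean, limit read from the data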;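 further: 0% = DMSO neutral controls and 100% = 20 µM radicicol positive controls; yeast relying on Plasmodium falciparum Hsp90 in place of its own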
DAGLB inh: diacylglycerol lipase beta (human) inhibition; Q8NCG7; HEK293T DAGLB membrane lysate, EnzChek fluorogenic substrate; inhibition, % at 5.17 µM; 340,000 compounds, 0.059% hits; AID 504411; in the data active means inhibition above about 34%;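 further: 0% = enzyme with vehicle and 100% = wells lacking enzyme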
Target sequence (Q8NCG7 whole entry, looked up): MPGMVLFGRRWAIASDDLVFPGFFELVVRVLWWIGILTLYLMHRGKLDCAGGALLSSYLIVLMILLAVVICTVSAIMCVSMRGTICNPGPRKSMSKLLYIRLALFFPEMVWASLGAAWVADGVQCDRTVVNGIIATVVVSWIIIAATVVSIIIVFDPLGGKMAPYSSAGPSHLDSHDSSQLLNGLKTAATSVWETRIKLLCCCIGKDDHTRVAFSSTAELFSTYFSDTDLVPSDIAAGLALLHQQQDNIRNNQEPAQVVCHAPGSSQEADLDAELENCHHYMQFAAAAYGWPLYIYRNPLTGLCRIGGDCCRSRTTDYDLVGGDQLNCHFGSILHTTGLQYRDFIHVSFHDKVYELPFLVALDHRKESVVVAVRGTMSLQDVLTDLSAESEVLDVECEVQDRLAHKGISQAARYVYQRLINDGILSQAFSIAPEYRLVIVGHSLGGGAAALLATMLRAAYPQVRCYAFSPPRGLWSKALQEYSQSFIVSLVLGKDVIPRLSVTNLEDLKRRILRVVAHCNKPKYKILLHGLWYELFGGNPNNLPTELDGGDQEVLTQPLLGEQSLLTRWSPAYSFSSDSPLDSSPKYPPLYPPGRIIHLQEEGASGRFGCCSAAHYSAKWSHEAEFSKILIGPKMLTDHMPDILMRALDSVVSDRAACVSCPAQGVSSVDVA
phage Ecoli inh: E. coli growth loss with phage present; growth absorbance; inhibition, % at 11.9 µM; 360,000 compounds, 0.26% hits; AID 651602; in the data active means inhibition above about 11%
CAL PDZ inh: blocks peptide binding to human CAL PDZ domain | Q9HD26 | purified CAL PDZ, TMR-peptide fluorescence polarization, 1 h | inhibition, % at 20 µM | 330,000 compounds, 0.02% hits;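 active means highest replicate inhibition of at least 40%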;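 further: plate controls were DMSO neutral control wells for no effect and unlabeled competitor peptide control wells for full effect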
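Material: tagged CAL PDZ protein CerCALP, purified; buffer or medium: sodium phosphate/NaCl buffer pH 7.4 with TCEP, IgG, Thesit; also added: fluorescent TMR peptide probe; schedule: 1 h incubation at room temperature before polarization reading; technique: fluorescence polarization from S- and P-plane intensities, G-factor corrected; control set: unlabelled peptide and DMSO controls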
Ecoli viability: reduces bacterial viability in AddAB counter-screen; E. coli V3065 growth, OD600 absorbance, 18 h; inhibition, % at 11.9 µM; 330,000 compounds, 0.27% hits; AID 449728;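 active means inhibition above the campaign's mean inhibition across all tested compounds plus 3 SD, cut at about 9.9% in these data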;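 further: uninfected addAB+ strain grown without phage in ampicillin broth; 0% = DMSO wells and 100% = ciprofloxacin 0.95 µg/ml wells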
Wnt bcat act: activators of Wnt/beta-catenin signaling. Wnt/beta-catenin reporter cell assay, activator, plate reader. activation, % at 9.35 µM. 300,000 compounds, 1.2% hits. AID 743398; in the data active means activation above about 30%, passing the limit was not always enough;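 further: 0% = neutral control wells and 100% = positive control wells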
AddAB inh: less growth of phage-infected E. coli with AddAB; inhibition, % at 11.9 µM; 330,000 compounds, 0.29% hits; E. coli expressing H. pylori AddAB, absorbance growth; AID 435030; in the data active means inhibition above about 12%;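 further: 0% = vehicle wells of infected cells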
Rtt109 HAT inh: blocks Candida albicans Rtt109/Vps75 acetyltransferase activity; purified Rtt109/Vps75, ThioGlo CoA-SH fluorescence, 4 h; inhibition, % at 34.9 µM; AID 540336; 330,000 compounds, 0.16% hits; Q5AAJ8;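 active means inhibition of at least 50% in every replicate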
Target sequence (Q5AAJ8 whole entry, looked up): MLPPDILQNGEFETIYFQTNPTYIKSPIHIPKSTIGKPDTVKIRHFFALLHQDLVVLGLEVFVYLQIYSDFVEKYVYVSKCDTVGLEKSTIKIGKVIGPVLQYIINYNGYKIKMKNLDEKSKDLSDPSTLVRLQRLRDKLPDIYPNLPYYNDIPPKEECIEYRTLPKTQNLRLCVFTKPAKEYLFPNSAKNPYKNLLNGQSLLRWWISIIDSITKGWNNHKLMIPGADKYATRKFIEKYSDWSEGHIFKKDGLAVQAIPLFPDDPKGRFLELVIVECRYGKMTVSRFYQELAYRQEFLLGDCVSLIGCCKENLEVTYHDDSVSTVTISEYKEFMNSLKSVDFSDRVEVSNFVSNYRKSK
PvdQ inh: blocks Pseudomonas aeruginosa PvdQ acylase activity; purified PvdQ acylase, fluorescence plate reader; inhibition, % at 10 µM; 340,000 compounds, 0.063% hits; in the data active means inhibition above about 30%, passing the limit was not always enough;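 further: 0% = vehicle neutral wells and 100% = reference inhibitor wells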
* marks the source's active call; other numbers are inactive results; nt = not tested or not shown.

SMILES	Tat transport	PfHsp90 yeast 2	DAGLB inh	phage Ecoli inh	CAL PDZ inh	Ecoli viability	Wnt bcat act	AddAB inh	Rtt109 HAT inh	PvdQ inh
Cc1ccc(NS(=O)(=O)c2c(C)nc3sccn3c2=O)cc1C	1	1	2	0.6	-1.3	3.3	-5	4.4	-2	-17
O=c1cc(CO)[nH]cc1OCc1ccccc1	3	21	-2	1.8	-0.5	1.3	4	1.2	2	1
O=C(c1cc2ccccc2oc1=O)N(Cc1cccc(Br)c1)C1CCS(=O)(=O)C1 (stereo not given)	-1	3	2	-2.4	-0.1	0.4	0	1.5	1	-10
CC(C)(C)NS(=O)(=O)c1ccc(OCC(=O)Nc2ccc3c(c2)OCCO3)cc1	4	-11	0	2.6	-1.3	-0.9	nt	3.1	-1	-5
CC1CN(S(=O)(=O)N(C)C)CCN1S(=O)(=O)N(C)C (stereo not given)	-2	-10	-2	1.1	-0.6	2.6	-2	0.8	12	-17
COc1ccccc1/C=C/c1nc(C#N)c(N(C)C)o1	2	20	-3	1.8	-0.5	1.2	17	2.5	9	-14
CCOC(=O)c1c(C)[nH]c(C(=O)C(C)Sc2ccc(Cl)cc2)c1C (stereo not given)	7	-6	-8	3.3	-0.3	-0.8	nt	3.1	0	-9
CCn1c(C)nc2cc(C(=O)OC)ccc21	-11	-4	1	4.0	1.2	1.0	9	2.8	-4	2
CCOc1ccc(NC(=O)CN2C(=O)COc3ccc(S(=O)(=O)N4CCCCC4)cc32)cc1	-7	-9	-3	2.7	-1.8	0.2	1	0.0	12	-1
COc1ccccc1N(CCOc1ccccc1)S(=O)(=O)c1ccccc1	10	-16	-4	0.7	0.2	2.7	-2	0.5	2	-18
C[C@H]1COC(=O)[C@@H](NC(=O)OCC2c3ccccc3-c3ccccc32)C/C=C\C[C@H](CC(=O)NCCO)C(=O)N1	-1	10	-1	2.2	0.1	1.1	-1	0.6	-8	-5
CCCNS(=O)(=O)c1cccn1-c1ncc(C(F)(F)F)cc1Cl	-1	9	1	-1.6	-3.7	-0.1	0	-0.6	-3	-16
CCOC(=O)C1=C(C)C(c2ccccc2)NC(=S)N1 (stereo not given)	-4	-9	-2	1.1	-1.1	0.2	nt	1.8	5	-8
CCN(CC)S(=O)(=O)c1ccc(OC)c(NC(=O)c2cc(C)on2)c1	-7	nt	-1	-0.9	-0.2	1.1	2	-1.2	2	11
O=C(COc1cc(Cl)c(Cl)cc1Cl)NCCc1ccccn1	5	nt	-4	-0.1	-1.1	1.4	2	-1.0	-2	3
Clc1ccc(Cn2ncc3c(NCc4cccnc4)ncnc32)cc1	7	-7	0	3.0	-1.4	0.5	nt	2.4	-9	-14
Cc1ccc(NC(=O)NC(=O)N(C(C)C)S(=O)(=O)c2ccc(C)cc2)cc1	1	2	-1	3.0	0.7	-2.1	2	2.3	-3	-14
CC(NC(=O)CN(C)Cc1cccc(F)c1)c1ccccc1 (stereo not given)	-7	23	1	4.0	-0.7	0.2	0	0.6	1	-5
COc1cc(N)ccc1-c1cc2ccccc2oc1=O	6	17	-1	1.4	-0.1	0.5	3	1.5	-1	-1
Cc1c(NS(C)(=O)=O)c(=O)n(-c2ccccc2)n1C	17	10	3	1.8	-1.6	-1.0	-2	-0.5	3	14
NCCCCc1cn(CC(=O)N2CCNCC2)nn1	-5	-2	1	-1.8	0.2	-1.2	-2	0.1	0	-7
COc1cc2c(cc1OC)C(C)N(C(=O)Cc1ccc(C(F)(F)F)cc1)CC2 (stereo not given)	-13	6	-1	1.4	0.2	-0.7	-4	-2.1	2	-10
COc1ccccc1NC1=C(Cl)C(=O)OC1OC(=O)c1ccco1 (stereo not given)	-5	24	12	7.3	-0.6	-1.7	-1	1.0	-2	-14
CC1CCCC(C)N1/N=C/c1ccc(C(=O)O)cc1 (stereo not given)	-3	2	-1	-1.0	-1.2	0.5	-1	0.9	1	-6
Cc1nn(Cc2ccccc2)c(Cl)c1C(=O)OC1CCOC1=O (stereo not given)	-3	18	1	1.7	-0.8	-0.5	-2	1.2	4	-9
SMILES	Tat transport	PfHsp90 yeast 2	DAGLB inh	phage Ecoli inh	CAL PDZ inh	Ecoli viability	Wnt bcat act	AddAB inh	Rtt109 HAT inh	PvdQ inh
Cc1ccccc1-n1c(-c2csc3ccccc23)n[nH]c1=S	1	-20	2	1.7	-1.0	0.5	nt	5.0	0	-17
Cc1c[n+]([O-])ccc1[N+](=O)[O-]	1	5	0	5.6	0.4	nt	4	nt	-9	1
N#Cc1c(Nc2ccccc2C(F)(F)F)s[nH]c1=O	nt	nt	nt	4.1	nt	0.8	2	2.8	nt	nt
CC(C)C(c1nnnn1CCc1ccccc1)N1CCC(C(N)=O)CC1 (stereo not given)	2	7	1	3.2	0.2	-1.5	-1	-0.5	-3	-15
FC(F)(F)c1cccc(NC(=S)Nc2ccc(Cl)c(Cl)c2)c1	-6	9	nt	6.5	1.5	0.2	5	1.4	-1	-12
CCNS(=O)(=O)c1ccc(NC(=O)Nc2cccc(C(F)(F)F)c2)cc1	-6	-12	1	7.7	-3.4	2.9	nt	7.2	-1	-7
COC(=O)CCCC1=CC2=C(c3ccccc3)C(=O)C(C)(OC(=O)C3CCCC3)C(=O)C2=CN1Cc1ccc(OC)cc1 (stereo not given)	-2	-6	11	1.3	-0.5	3.7	-2	2.5	-6	-4
Cn1nnnc1SCC(=O)N1CCCc2ccccc21	21	nt	6	2.9	-3.4	1.6	-4	2.6	-1	-22
O=c1c2ccccc2c2ccccc2c(=O)n1Cc1ccco1	-3	-75	-3	-0.8	0.0	-1.1	nt	-1.3	9	-10
Cc1ccc(N(CC(=O)NC2CCC(C)CC2)S(=O)(=O)c2cccnc2)cc1 (stereo not given)	5	nt	-2	1.7	0.3	2.2	-1	4.0	6	-17
COc1cccc(C2N(c3cccc(Cl)c3)C(=O)C3CCCN32)c1OC (stereo not given)	0	nt	-2	3.0	-0.5	2.1	-2	2.7	-5	-28
Cn1c(SCC(=O)NCC2CCCO2)ncc(C(=O)Nc2ccc(F)cc2)c1=O (stereo not given)	6	nt	-1	3.6	-1.8	-0.2	19	0.5	-92	3
CC(C)c1nnc(NC(=O)CSc2ccccc2)s1	-2	-13	1	0.8	0.2	-0.3	nt	4.8	-7	-13
O=C(Nc1nc(-c2ccc(Oc3ccccc3)cc2)cs1)C1=COCCO1	7	2	-14	5.8	-1.2	1.9	1	2.4	1	-8
Cc1onc(-c2ccccc2Cl)c1C(=O)NCc1ccccc1	0	2	1	2.0	-2.6	1.1	-4	2.1	-4	2
Cc1ccnc(NC(=O)C(C)n2cc([N+](=O)[O-])cn2)c1 (stereo not given)	3	-4	0	0.3	0.9	1.7	-1	-0.9	-7	-2
O=C1CNC(=O)/C(=C/c2cccs2)N1	-1	-2	0	5.2	-1.1	3.5	-1	5.0	-4	4
COc1ccccc1CN1CCN(Cc2ccc3ccccc3c2)CC1	-6	9	-1	-4.4	-0.3	-2.6	3	-3.1	1	18
Cc1ccc(NC(=S)NC(NC(=O)N(C)C)C(Cl)(Cl)Cl)cc1 (stereo not given)	-2	-12	1	6.6	-3.5	1.1	-2	4.2	1	-6
O=C1NC[C@H](Cc2ccccc2)N(CC2CCN(CCc3ccc(-c4ccccc4)cc3)CC2)C1=O	3	9	0	3.9	-3.9	nt	-5	nt	8	0
CN(C)C(=O)c1nc(C#N)c(N(C)C)o1	9	nt	0	2.3	-1.6	5.4	-2	6.8	9	10
O=C(COC(=O)c1ccc(F)cc1Cl)NCc1ccco1	-3	nt	1	4.3	-0.4	nt	1	nt	-6	-5
COc1ccc(F)cc1S(=O)(=O)n1cc(C)nc1-c1ccccc1	3	-4	-1	2.9	nt	-0.5	-3	1.6	2	-21
COc1ccc(C2=NOC3(CC(=O)N(c4ccc(C)cc4)C3=O)C2)cc1 (stereo not given)	3	10	-5	1.6	-1.8	0.8	nt	2.7	-1	-15
COc1ccc(CN(C)C(=O)c2cccc(NS(=O)(=O)c3ccccc3)c2)cc1F	-3	-2	-4	2.1	-3.5	0.3	-1	2.5	7	7

Four structures out of the list, arranged by number of heavy atoms, lowest first.
SMILES	Tat transport	PfHsp90 yeast 2	DAGLB inh	phage Ecoli inh	CAL PDZ inh	Ecoli viability	Wnt bcat act	AddAB inh	Rtt109 HAT inh	PvdQ inh
N#Cc1c(Nc2ccccc2C(F)(F)F)s[nH]c1=O	nt	nt	nt	4.1	nt	0.8	2	2.8	nt	nt
O=C(COC(=O)c1ccc(F)cc1Cl)NCc1ccco1	-3	nt	1	4.3	-0.4	nt	1	nt	-6	-5
COc1ccccc1CN1CCN(Cc2ccc3ccccc3c2)CC1	-6	9	-1	-4.4	-0.3	-2.6	3	-3.1	1	18
Cn1c(SCC(=O)NCC2CCCO2)ncc(C(=O)Nc2ccc(F)cc2)c1=O (stereo not given)	6	nt	-1	3.6	-1.8	-0.2	19	0.5	-92	3

Later entries.
SMILES	Tat transport	PfHsp90 yeast 2	DAGLB inh	phage Ecoli inh	CAL PDZ inh	Ecoli viability	Wnt bcat act	AddAB inh	Rtt109 HAT inh	PvdQ inh
CC(=O)n1cc([C@@H]2C=C(C(=O)NCc3ccccc3)O[C@H](OCCCCO)C2)c2ccccc21	5	-2	1	2.7	-1.2	0.4	-2	-1.6	-6	-7
CCOc1ccc(NC(=O)c2cccc(S(=O)(=O)Nc3c(C)n(C)n(-c4ccccc4)c3=O)c2)cc1	-4	-24	0	1.5	-0.7	nt	0	nt	-3	-15
CCCCn1c(=O)cc(O)c2ccccc21	7	nt	2	1.6	-0.7	1.1	nt	1.8	-1	-13
CC1CCN(C(=O)CN2C(=O)COc3ccc(Cl)cc32)CC1	-2	25	4	0.7	-4.0	0.2	0	3.3	6	-4
COc1cccc(OC)c1Oc1ccc(C(F)(F)F)cn1	-8	-21	-2	1.9	-3.3	-2.4	0	0.1	6	-5
Cc1ccnc(NC(c2ccccn2)c2c(C)[nH]c3ccccc23)c1 (stereo not given)	-2	10	2	1.7	nt	-2.0	-1	1.2	-4	7
O=C(NCc1ccc2[nH]c3c(c2c1)CCCC3)c1ccc(S(=O)(=O)N2CCOCC2)cc1	4	2	2	2.5	0.2	0.1	-2	0.6	2	15
CCOC(=O)/C(C#N)=C1/C=C(C)c2ccccc2N1	-8	-9	-4	2.0	-1.3	3.0	0	4.3	-9	-1
CCCCNC(=O)c1onc(CSc2ccccc2CC)c1C(=O)O	-11	2	11	4.8	-1.0	1.0	0	-1.6	6	-21
O=C(NNC(=S)NC(=O)c1ccccc1)c1ccc(O)cc1	5	16	2	-5.1	0.4	-3.8	0	-3.9	-2	-4
Cc1ccc(NC(=O)CCSCCc2ccccn2)cc1	-3	1	-2	-1.7	-0.9	-1.3	-1	0.8	-1	-1
O=C(NCCc1ccccc1)/C(=C\c1ccc([N+](=O)[O-])cc1)NC(=O)c1ccccc1	3	-17	4	0.2	-3.7	0.4	nt	0.0	10	9
COc1ccc(C)cc1NC(=O)C(OC(=O)c1cnccn1)c1ccccc1 (stereo not given)	6	-2	-2	1.0	-0.2	-1.5	1	0.3	-6	-14
CCCCCC(=O)O/N=C(\C)c1ccn(S(=O)(=O)c2ccccc2)c1	16	-25	-2	3.2	1.1	0.4	3	-0.9	-1	-6
O=C1c2ccccc2C(=O)N1CCCc1nc(-c2ccc(Cl)cc2)no1	-3	12	-1	4.0	0.5	2.2	-2	0.3	0	-4
CCSc1cnc(-c2ccccc2)n1CC	2	25	3	3.1	-2.2	0.1	4	0.3	nt	1
CC(c1ccccc1)n1cc(C(=O)NCc2cccnc2)nn1 (stereo not given)	-3	28	-1	0.5	-2.2	-1.7	nt	-0.9	-1	-11
